# CatB block = human cathepsin B inhibitors, primary screen, biochemical, fluorogenic substrate. purified cathepsin B, fluorescence. AID 453, 2006. 63,000 tested, 0.1% active. inhibition, %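 (tested at 10 µM)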; in the data active = inhibition above about 21%;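 also: 0% = enzyme with no compound and 100% = no enzyme blank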
# RORa activator = activators of orphan receptor RORA, primary screen, cell-based, luminescence; Nuclear receptor ROR-alpha (Homo sapiens), P35398; CHO-K1 Gal4-RORA LBD luciferase reporter; percent increase over mock-subtracted basal signal; activation, % at 10 µM; 65,000 tested, 1.5% active;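 active = activation above the mean of all tested compounds plus 3 SD, cut at about 49% in these data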;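 also: 0% = DMSO-treated RORA cells and 100% = added signal equal to DMSO minus mock-transfected cells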
# PKA kinase inh = inhibitors of human PKA kinase activity, primary screen, biochemical, ATP-depletion luminescence, Kemptide substrate | cAMP-dependent protein kinase catalytic subunit alpha (Homo sapiens), P17612 | PKA Kemptide phosphorylation, Kinase-Glo ATP luminescence | inhibition, % at 6 µM | 65,000 tested, 0.1% active;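 active = inhibition above the screen-wide mean inhibition plus 3 SD, cut at about 21% in these data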; also: many of its hits are not listed in these tables
# ROCK2 blocker = inhibitors of human ROCK2 kinase, primary screen, biochemical, high-throughput, luminescence; inhibition, % at 6 µM; Rho-associated protein kinase 2 (Homo sapiens), O75116; purified ROCK2, Kinase-Glo ATP depletion luminescence; 60,000 tested, 0.35% active;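 active = inhibition above the screen-wide mean inhibition plus 3 SD, cut at about 18% in these data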;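 also: plate controls were DMSO wells for no effect and Y-27632 control wells after no-enzyme background subtraction for full effect; many of its hits are not listed in these tables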
# CatB mix inh = cathepsin B inhibitors from pooled compounds, primary screen, biochemical, compound mixtures, AMC fluorescence | Purified cathepsin B, AMC dipeptide fluorescence | inhibition, %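 (ten-compound pools at 5 µM per compound and 50 µM total)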 | 62,000 tested, 0.06% active | AID 488, 2006; in the data active = inhibition above about 22%, passing the limit was not always enough;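 also: 0% = enzyme without compound and 100% = no enzyme blank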
# CatS inh = inhibitors of human cathepsin S, biochemical, compound mixtures; recombinant cathepsin S, AMC dipeptide fluorescence, pooled mixtures; inhibition, %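 (tested at 5 µM per compound within 10-compound mixtures)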; 62,000 tested, 0.06% active; in the data active = inhibition above about 32%, passing the limit was not always enough;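 also: 0% = enzyme without compound and 100% = blank without enzyme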
# Ec RNAP inh = E. coli RNAP inhibitors, biochemical | E. coli RNA polymerase, fluorescence transcription assay | inhibition, %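 (tested at 10 µM)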 | 62,000 tested, 0.2% active | DNA-directed RNA polymerase subunit beta (Escherichia coli (strain K12)), P0A8V2 | AID 559, 2006; in the data active = inhibition above about 20%;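 also: 0% = enzyme without compound and 100% = no enzyme blank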
# Target sequence (P0A8V2 whole entry, looked up): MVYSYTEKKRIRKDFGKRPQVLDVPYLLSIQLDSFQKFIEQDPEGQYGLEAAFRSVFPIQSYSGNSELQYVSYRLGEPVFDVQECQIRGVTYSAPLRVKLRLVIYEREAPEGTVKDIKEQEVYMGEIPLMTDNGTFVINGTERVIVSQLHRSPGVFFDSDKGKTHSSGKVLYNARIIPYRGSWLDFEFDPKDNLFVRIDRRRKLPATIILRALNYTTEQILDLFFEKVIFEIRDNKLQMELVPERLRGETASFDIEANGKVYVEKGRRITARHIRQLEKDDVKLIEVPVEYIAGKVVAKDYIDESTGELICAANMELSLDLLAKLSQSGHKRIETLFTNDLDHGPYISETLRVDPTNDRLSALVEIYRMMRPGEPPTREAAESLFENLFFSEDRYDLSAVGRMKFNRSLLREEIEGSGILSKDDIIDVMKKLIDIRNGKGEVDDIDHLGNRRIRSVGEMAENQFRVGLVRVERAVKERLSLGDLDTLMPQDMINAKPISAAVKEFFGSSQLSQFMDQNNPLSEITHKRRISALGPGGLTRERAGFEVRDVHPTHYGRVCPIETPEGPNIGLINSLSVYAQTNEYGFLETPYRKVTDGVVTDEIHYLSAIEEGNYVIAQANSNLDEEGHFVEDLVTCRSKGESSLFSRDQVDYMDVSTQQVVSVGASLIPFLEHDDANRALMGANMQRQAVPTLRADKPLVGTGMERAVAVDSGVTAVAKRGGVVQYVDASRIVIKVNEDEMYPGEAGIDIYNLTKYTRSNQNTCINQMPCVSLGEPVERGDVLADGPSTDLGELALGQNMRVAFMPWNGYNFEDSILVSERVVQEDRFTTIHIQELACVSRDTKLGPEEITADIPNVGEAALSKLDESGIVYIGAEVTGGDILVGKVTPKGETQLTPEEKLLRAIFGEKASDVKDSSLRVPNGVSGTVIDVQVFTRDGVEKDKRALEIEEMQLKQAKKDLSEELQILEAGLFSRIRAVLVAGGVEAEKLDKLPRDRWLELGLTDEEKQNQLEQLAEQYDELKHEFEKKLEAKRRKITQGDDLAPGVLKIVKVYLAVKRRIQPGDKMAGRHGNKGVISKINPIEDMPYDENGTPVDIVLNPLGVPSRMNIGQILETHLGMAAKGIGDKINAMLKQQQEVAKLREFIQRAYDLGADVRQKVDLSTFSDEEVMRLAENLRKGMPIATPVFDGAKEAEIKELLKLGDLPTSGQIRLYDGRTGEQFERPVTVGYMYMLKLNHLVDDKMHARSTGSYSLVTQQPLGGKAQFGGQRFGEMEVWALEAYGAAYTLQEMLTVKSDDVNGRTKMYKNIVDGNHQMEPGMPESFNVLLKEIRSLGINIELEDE
# JNK3 inh = JNK3 kinase activity inhibitors, primary screen, biochemical, human, purified enzyme | HTS | inhibition, % at 8 µM | 60,000 tested, 0.61% active | Mitogen-activated protein kinase 10 (Homo sapiens), P53779; in the data active = inhibition above about 17%;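 also: 0% = DMSO and 100% = reference inhibitor; many of its hits are not listed in these tables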
# AP ELISA ortho = alternative complement pathway inhibitors, primary screen, biochemical, ELISA, human serum, orthogonally pooled compounds | LPS-coated ELISA, C3 deposition; tested in compound mixtures | inhibition, % at 5 µM | 62,000 tested, 0.08% active | AID 1235, 2008;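 active = inhibition above 30% in each of the two pooled mixtures holding the compound, so the lower value exceeds 30%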;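 also: 0% = serum in Mg-EGTA without compound and 100% = EDTA serum blank; some compounds past the cut are filed as inactive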
#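 Assay system: human serum alternative complement pathway, C3 deposition on LPS-coated wells; Dosing: 5 µM per compound in ten-compound mixtures; Detection: Anti-C3 ELISA, OD 450 nm; Buffer or medium: Mg2+-EGTA GVB++ buffer containing human serum at 1:15 dilution; Timing: 1 h at 37 °C; Replication: two different pools per compound.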
# An asterisk follows results filed as active; / = no result given. Only part of the results is shown; rates above refer to the full screens.
SMILES,CatB block,RORa activator,PKA kinase inh,ROCK2 blocker,CatB mix inh,CatS inh,Ec RNAP inh,JNK3 inh,AP ELISA ortho
Cc1nnc(SC(C)C(=O)Nc2ccc(S(=O)(=O)N3CCCCCC3)cc2)s1 (stereo not given),6,-4,11,3,3,5,13,4,-8
Cc1cccc(N(C)c2cc(C)nc3nc(C)nn23)c1,-5,25,2,-2,-8,3,-2,0,-4
COC(=O)c1ccccc1NC(=O)C1CCN(C(=O)c2cc(OC)c(OC)c(OC)c2)CC1,-6,8,-4,/,4,-7,-3,/,16
CC(=O)c1cccc(S(=O)(=O)NCC(c2ccco2)N2CCCCC2)c1 (stereo not given),1,-6,8,4,-8,9,10,-6,6
O=C(Nc1nc2c(s1)CCCC2)c1ccc(Br)s1,0,9,-1,-2,5,0,3,4,9
NC(=O)CSc1nnnn1-c1ccc(OC(F)(F)F)cc1,6,-16,9,6,0,12,13,0,-5
CCC1CCCCN1CCCNC(=O)COc1cc(=O)n(C)c2ccccc12 (stereo not given),1,4,-6,0,-2,1,-4,4,0
COc1ccc(OC)c(S(=O)(=O)N(C)CC(=O)N2CCN(c3ccccc3F)CC2)c1,1,0,4,6,4,2,5,0,13
COc1cccc(Cn2c(OCC3CCCO3)nc3c2c(=O)n(C)c(=O)n3C)c1 (stereo not given),-2,-7,8,6,-7,-17,8,0,-5
COC(=O)c1ccc(CSc2nc3c(c(=O)n2-c2ccccc2)SCC3)o1,-2,-4,3,0,1,-1,6,4,13
CC(C)CC(c1nnnn1C(C)C)N1CCN(c2cccc(Cl)c2)CC1 (stereo not given),2,-1,-1,0,2,-5,8,-1,-4
CCOc1ccccc1NC(=O)Cn1nnc(C(=O)Nc2ccccc2Cl)c1N,0,7,9,6,3,-6,7,8,19
Cc1nn(C)c(C)c1Sc1ccc(Br)cc1,-5,-3,-2,-4,-3,-6,-1,-2,6
Cc1noc(/C=C/N(C)C)c1S(=O)(=O)N1CCCC(C(=O)NCCC2=CCCCC2)C1 (stereo not given),1,19,5,1,-2,-3,4,-3,13
c1ccc(-c2nc3cc(Oc4ccc5oc(-c6ccccn6)nc5c4)ccc3o2)nc1,-5,-15,2,3,3,-6,0,2,18
CCOc1ccc2nc(NC(NC(C)=O)(C(=O)OC)C(F)(F)F)sc2c1 (stereo not given),1,-6,-1,0,/,/,7,-4,/
Cc1cc2c(c(=O)n1Cc1ccccn1)C(C(C)C)C(C#N)=C(N)O2 (stereo not given),1,-20,5,0,-2,-3,-4,-12,15
COC(=O)[C@H](Cc1ccccc1)NC(=O)NCC1CCCO1 (stereo not given in full),2,3,4,5,-3,3,7,0,19
Fc1cccc(Cl)c1Cn1nnc(-c2ccc3c(c2)OCO3)n1,1,56*,10,7,3,15,9,0,-9
CC1CCCCN1C(=O)CSc1nnc(-c2c[nH]c3ccccc23)o1 (stereo not given),-4,19,12,3,-4,0,3,-2,15
Cc1cc(C)n2nc(C(=O)OCCOc3ccc(F)cc3)nc2n1,6,-26,7,6,3,9,6,8,2
O=C(O)C1CC(=O)N(CCOc2ccccc2)C1 (stereo not given),2,-20,6,0,4,0,4,-4,-10
O=C(CCS(=O)(=O)c1ccc(Cl)cc1)N1CCN(S(=O)(=O)c2cccs2)CC1,7,-5,7,6,2,-7,6,3,10
COc1ccc(C2=NOC(CN3C(=O)c4ccccc4S3(=O)=O)C2)cc1 (stereo not given),-3,35,7,5,-6,7,6,6,-6
CN(C)c1cc(N)c2ccccc2n1 (tested in a mixture with another compound),-1,3,7,4,0,-5,8,0,3

# Arranged by the number under CatB mix inh (descending): some entries from above
Compound	CatB block	PKA kinase inh	ROCK2 blocker	CatB mix inh	CatS inh	Ec RNAP inh	JNK3 inh	AP ELISA ortho
O=C(Nc1nc2c(s1)CCCC2)c1ccc(Br)s1	0	-1	-2	5	0	3	4	9
CC(C)CC(c1nnnn1C(C)C)N1CCN(c2cccc(Cl)c2)CC1 (stereo not given)	2	-1	0	2	-5	8	-1	-4
Cc1nn(C)c(C)c1Sc1ccc(Br)cc1	-5	-2	-4	-3	-6	-1	-2	6
COc1ccc(C2=NOC(CN3C(=O)c4ccccc4S3(=O)=O)C2)cc1 (stereo not given)	-3	7	5	-6	7	6	6	-6

# Later entries.
SMILES,CatB block,RORa activator,PKA kinase inh,ROCK2 blocker,CatB mix inh,CatS inh,Ec RNAP inh,JNK3 inh,AP ELISA ortho
CCOC(=O)CSc1nc2sc3c(c2c(=O)n1CC)CC(C)(C)OC3,-5,/,/,/,2,2,0,/,16
COc1ccccc1-c1nnc2sc(-c3cc4ccccc4o3)nn12,0,2,-9,1,4,5,11,1,6
CCOC(=O)c1[nH]c2ccccc2c1NC(=O)c1cc(OC)c(OC)c(OC)c1,/,-1,9,9,/,/,/,4,/
C=CCN1C(=O)CS/C1=C(\C#N)S(=O)(=O)c1ccc(C)cc1,3,2,9,8,7,14,13,4,0
O=C(O)Cn1cnc2scc(-c3cccs3)c2c1=O,0,5,4,6,0,3,4,4,12
O=C(C1CCN(S(=O)(=O)c2cccc3nsnc23)CC1)N1CCc2ccccc21,7,-7,4,6,1,-2,3,4,11
Cc1cccc(-c2nc(CN3CCCC(C(=O)NC4CCCCCC4)C3)c(C)o2)c1 (stereo not given),-1,-5,13,6,-2,3,8,6,-1
CCN(CCCNC(=O)CCn1c(=O)[nH]c2ccccc2c1=O)c1ccccc1,0,6,1,1,5,-1,1,-1,10
CCC1Oc2ccccc2N(CC(=O)NCCCN2CCC(C)CC2)C1=O (stereo not given),4,-11,9,1,0,16,7,-1,-9
Cn1c(SCC(=O)Nc2nccs2)nnc1-c1ccncc1,-4,-3,9,12,4,8,6,1,1
C=CCn1c(SCC(=O)N2CCN(c3ccc(F)cc3)CC2)nnc1-c1cccs1,-2,-18,-1,6,4,-6,5,-8,8
COc1cccc(OC)c1OCCCCCc1c(C)n[nH]c1C,4,15,6,3,-3,8,9,2,-4
COc1ccc(C2/C(=C(/O)c3ccccc3)C(=O)C(=O)N2CCN2CCOCC2)c(OC)c1 (stereo not given),2,1,-7,-3,3,0,2,3,7
CC(=O)NCCOc1ccc2oc3ccccc3c2c1,-2,24,-1,0,-6,-7,2,-15,8
COC(=O)C1=C(C)N(c2cccc3ccccc23)C(=O)C1,2,-4,6,8,-7,0,9,-3,4
Cc1ccc(CNC(=O)C2CC(=O)OC23CCCC3)c(C)c1 (stereo not given),5,-17,3,4,-24,-33,-2,-1,3
CCOC(=O)N1CCC(NC(=O)c2cccc3c2C(=O)N(c2ccc(OC)cc2)C3)CC1,2,9,2,6,3,13,5,-2,18
Cc1ccc(-n2c(=O)c(C#N)cc3c(=O)n4ccccc4nc32)cc1,-16,-5,7,6,-11,-19,-43,-3,13
COc1nc(NC(C)(C)C)nc(Oc2ccc(=O)n(C)n2)n1,-5,12,3,1,3,-1,0,-9,28
CCS(=O)(=O)N1CCCC(C(=O)NC2CCCC2)C1 (stereo not given),4,-16,-4,-6,11,-7,-3,5,7
CC(=O)N1CCN(C(=O)c2cccc(S(=O)(=O)Nc3ccc(C)cc3)c2)CC1,2,-33,-1,-2,8,14,13,5,2
CN(C)c1nc(OCCOC(=O)COc2ccc(Cl)cc2Cl)nc(N(C)C)n1,2,-22,8,3,1,-2,-2,2,13
Cc1oc2c(C)c3oc(=O)c4c(c3cc2c1C)CCCC4,0,17,6,2,-8,5,-1,-2,-11
CC(C)(CO)NC(=O)C(c1ccccc1)c1ccccc1,-1,-1,7,4,-5,10,5,4,6
O=C(Nc1cnn(C23CC4CC(CC(C4)C2)C3)c1)c1cnn2c(C(F)(F)F)cc(-c3ccco3)nc12,6,-7,-10,-10,4,10,8,-9,-3
SMILES,CatB block,RORa activator,PKA kinase inh,ROCK2 blocker,CatB mix inh,CatS inh,Ec RNAP inh,JNK3 inh,AP ELISA ortho
CC(=O)OCC(=O)[C@H]1CC[C@H]2[C@@H]3CCC4=CC(=O)CC[C@]4(C)[C@H]3CC[C@]12C,0,-16,1,8,1,-6,6,-2,-4
O=C(NC1CCCCC1)NC1CCN(S(=O)(=O)c2ccc3c(c2)OCCO3)CC1,6,-6,11,6,3,-1,5,0,0
Oc1cc(NCc2cccnc2)ccc1-c1nc2ccccc2o1,-4,61*,4,4,-2,2,-9,0,10
O=C(c1ccco1)N1CCN(C(=O)c2ccc(Cn3cc(Br)cn3)o2)CC1,-7,-15,-2,/,5,2,5,/,4
COc1ccccc1-c1noc(-c2ccncc2)n1,4,37,-6,-1,-3,1,2,3,3
Cc1c(NC(=O)c2ccc(CN3CCc4ccccc4C3)cc2)c(=O)n(-c2ccccc2)n1C,6,-3,1,-2,3,14,7,-1,-4
O=C(CCN1CCCCCC1)Nc1cccc(Cl)c1,1,2,5,7,-5,8,10,0,11
O=C(NCc1ccc2c(c1)OCO2)c1cc2c(s1)CS(=O)(=O)C2,3,-13,6,3,0,-1,2,-2,14
COc1ccccc1NC(=O)c1cc(S(=O)(=O)N2CCC3(CC2)OCCO3)ccc1F,0,-7,6,/,0,-4,3,/,10
O=C(C(c1ccccc1)c1ccccc1)N1CCN(Cc2ccncc2)CC1,-5,13,4,5,3,-4,2,0,20
CC1CCC(NC(=O)C2c3ccccc3C(=O)N2CCCN2CCOCC2)CC1 (stereo not given),6,0,-3,-2,3,31,5,0,-6
Cc1oc2cc(O)ccc2c(=O)c1Oc1ccccc1Br,0,12,9,13,-1,4,-2,-1,2
CCc1nc2c(cnn2-c2ccc(Cl)cc2)c(=O)n1-c1ccc(OC)cc1,3,18,0,1,-10,2,7,2,10
CC(C)C1C2=C(CC(C)(C)CC2=O)ON1c1ccccc1 (stereo not given),0,14,-5,2,4,-5,6,0,12
CC(=O)Nc1ccc(S(=O)(=O)N2CCC(NC(=O)c3ccco3)CC2)cc1,0,38,9,1,-2,2,-5,4,-26
C=CCN1C(=O)CN=C1Nc1cccc(C)c1,1,-13,10,/,-1,2,10,/,1
CCN(CC)Cc1cc(C(C)=O)ccc1OCC(C)C,-5,-6,-1,-12,/,/,7,-7,/
CCOC(=O)c1sc(NC(=O)C(CC)Sc2nccn2C)nc1C (stereo not given),9,10,16,4,4,13,9,-2,-6
CCc1nc(C)cn1S(=O)(=O)c1cc(Br)ccc1OC,1,-11,-2,0,3,-4,0,-7,17
O=C(COc1ccc(F)c(Cl)c1)c1ccc[nH]1,-1,-5,0,0,2,-11,9,-2,21
CCc1c(C)nc(SCCOc2ccc(OC)cc2)[nH]c1=O,2,-18,7,1,4,5,6,3,17
CC1Cc2ccccc2N1C(=O)C1CCCN(S(=O)(=O)c2cccc3cccnc23)C1 (stereo not given),0,18,5,4,-1,11,8,-9,-7
O=C(c1cccs1)N1CCC(N2CCN(c3ccccc3)CC2)CC1,0,-26,-2,3,/,/,12,-3,/
Cc1cc(N2C(=O)C3C4C=CC(C4)C3C2=O)no1 (stereo not given),2,-16,9,2,2,5,8,9,-7
Cc1cc2cc3c(cc2nc1SCC(=O)O)OCCO3,0,12,8,5,3,-2,8,9,-2
N#Cc1c(SCc2ccccc2)nc(N2CCOCC2)c2c1CCCC2,2,7,9,5,1,-8,1,-1,5

# Compound activity (PubChem)
